M1 antag – human M1 muscarinic receptor antagonists, primary screen, CHO-K1 cells, Fluo-8 calcium fluorescence, 1536-well. CHO-K1 hM1, ACh EC80 antagonist. hit rate 1.3% among 360,000. AID 588852, 2011. inhibition, % at 3 µM;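 active means percent inhibition above its own plate's cutoff, namely the mean of that plate's compound wells plus 3 SD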;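 further: peak over basal fluorescence ratio during 140 s after agonist addition; 0% = ACh EC80 plus DMSO and 100% = DMSO alone without agonist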
CHRM1 PAM – human M1 muscarinic receptor positive allosteric modulators, primary screen, CHO-K1 cells, Fluo-8 calcium fluorescence, 1536-well; CHO-K1 hM1, ACh EC20; 0% = ACh EC20, 100% = maximal ACh; activation, % at 3 µM; hit rate 0.088% among 360,000; in the data active means activation above about 19%, passing the limit was not always enough
M1 ag – human M1 muscarinic receptor agonists, primary screen, Fluo-8 calcium fluorescence, CHO-K1 cells, HTS; activation, % at 3 µM; Muscarinic acetylcholine receptor M1 (Homo sapiens), P11229; CHO-K1 hM1, agonist mode; 0% DMSO, 100% acetylcholine EC100; hit rate 0.33% among 360,000; AID 588814, 2011;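 active means activation above the run's mean compound activation plus 3 SD, cut at about 16% in these data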;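 further: peak over basal fluorescence ratio within a 140 s kinetic read after compound addition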
V1R ag counter – agonists of human V1a receptor, primary screen, counter-screen for OXTR agonist project, fluorescence, CHO-V1R cells | Vasopressin V1a receptor (Homo sapiens), P37288 | Fluo-8 calcium fluorescence, agonist mode; 0% DMSO, 100% 3 nM vasopressin | activation, % at 3 µM | hit rate 0.25% among 320,000 | AID 2797, 2010;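 active means activation above the mean activation of all tested compounds plus 3 SD, per screening run, cut at about 20% in these data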;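 further: signal is peak over basal fluorescence ratio across a 100 second FLIPR read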
OXTR agonist – human OXTR agonists, primary screen, fluorescence, CHO-OTR cells, Fluo-8 calcium. Fluo-8 calcium fluorescence; normalized: DMSO 0%, oxytocin 100%. activation, % at 3 µM. Oxytocin receptor (Homo sapiens), P30559. hit rate 0.32% among 320,000;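 active means activation above the mean of all tested compounds plus 3 SD, cutoff set per screening run, cut at about 20% in these data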;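 further: peak over basal fluorescence ratio from a 100 s FLIPR kinetic read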
Target sequence (P30559 whole entry, looked up): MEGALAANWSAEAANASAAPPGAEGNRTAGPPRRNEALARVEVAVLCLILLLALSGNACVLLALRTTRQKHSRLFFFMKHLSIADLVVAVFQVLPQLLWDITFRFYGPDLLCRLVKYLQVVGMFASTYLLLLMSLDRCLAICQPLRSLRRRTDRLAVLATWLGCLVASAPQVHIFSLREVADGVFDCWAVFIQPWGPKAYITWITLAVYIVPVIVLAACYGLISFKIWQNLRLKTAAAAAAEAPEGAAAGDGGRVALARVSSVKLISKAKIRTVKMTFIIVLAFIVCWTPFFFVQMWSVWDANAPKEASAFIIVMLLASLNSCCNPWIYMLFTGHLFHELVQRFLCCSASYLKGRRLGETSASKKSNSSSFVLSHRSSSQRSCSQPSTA
CHO parental Ca – ATP-evoked calcium signal inhibitors, parental CHO, primary screen, counter-screen for OX1R antagonist project, cell-based, fluorescence, Fluo-8 calcium dye. parental CHO-K1, ATP-induced calcium, Fluo-8 fluorescence. inhibition, % at 5.6 µM. hit rate 0.63% among 330,000. AID 463079, 2010;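 active means inhibition above that plate's mean sample inhibition plus 3 SD, cut at about 26% in these data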;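 further: 0% = ATP-challenged DMSO wells and 100% = DMSO wells without ATP; some compounds past the cut are filed as inactive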
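material = parental CHO cells | also added = ATP as calcium-mobilizing challenge | dosing = single point at 5.6 µM | detection = intracellular calcium via Fluo-8 no-wash fluorescent dye | read-out = % inhibition | benchmarks = low control ATP plus DMSO, high control DMSO only | repeats = one well per compound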
TAAR1 agonist – human TAAR1 agonists, primary screen, Fluo-8 calcium fluorescence, CHO RD-HGA16 cells | activation, % at 3 µM | AID 624467, 2012 | hit rate 0.99% among 360,000 | Trace amine-associated receptor 1 (Homo sapiens), Q96RJ0 | vehicle wells 0%, saturating PEA agonist 100%;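 active means activation above the mean activation of all test compounds in the run plus 3 SD, cut at about 38% in these data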
Target sequence (Q96RJ0 whole entry, looked up): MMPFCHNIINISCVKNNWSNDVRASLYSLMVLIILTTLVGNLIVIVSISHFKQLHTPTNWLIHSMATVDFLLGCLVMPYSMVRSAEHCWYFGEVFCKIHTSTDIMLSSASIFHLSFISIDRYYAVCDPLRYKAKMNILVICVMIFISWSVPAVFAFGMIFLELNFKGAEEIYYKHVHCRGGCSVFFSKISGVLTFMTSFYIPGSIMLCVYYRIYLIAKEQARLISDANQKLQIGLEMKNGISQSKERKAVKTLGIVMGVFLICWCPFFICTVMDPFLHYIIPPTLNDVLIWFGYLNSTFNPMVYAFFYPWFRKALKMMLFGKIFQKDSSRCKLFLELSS
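Signal – calcium-sensitive Fluo-8 signal, excitation 470-495, emission 515-575 nm · System – RD-HGA16 (CHO) cells co-expressing Gα16 and hTAAR1 · Incubation – 17-24 h seeding, 75 min 37 °C dye, 30 min RT · Compound dosing – 3 µM single concentration · Repeats – no replicates (n 1)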
TAAR1 antagonist – human TAAR1 antagonists, primary screen, Fluo-8 calcium fluorescence, CHO RD-HGA16 cells; antagonist; inhibition, % at 3 µM; hit rate 1.5% among 360,000;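 active means inhibition above a per-plate cutoff, the mean inhibition of test compounds on that plate plus 3 SD, cut at about 49% in these data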;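 further: 0% = DMSO plus EC80 beta-PEA response and 100% = DMSO alone without agonist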
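System: RD-HGA16 CHO cells with stable hTAAR1 and Gα16 | Probe or stimulus: EC80 β-phenethylamine stimulus | Dosing: 3 µM, single point | Times: Dye loading 75 min at 37 °C, then 30 min room temperature | Measured by: Fluo-8 calcium-sensitive fluorescence | Read-out basis: % inhibition of agonist calcium response | Replicates: n of 1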
OXTR potentiator – human OXTR potentiators, primary screen, fluorescence, CHO-OTR cells, Fluo-8 calcium; Oxytocin receptor (Homo sapiens), P30559; hit rate 0.061% among 320,000; activation, % at 3 µM; Fluo-8 calcium fluorescence, potentiator mode; 0% = oxytocin EC15, 100% = EC100; AID 2445, 2010;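 active means activation above that plate's cutoff, the mean activation of tested compounds plus 3 SD, cut at about 6.6% in these data, passing the limit was not always enough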;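 further: 100% uses oxytocin at 75 nM as the full agonist control; some results filed as inactive read as strong as hits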
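Material: CHO-OTR cells, human receptor; compound dosing: single dose, 3.0 µM nominal final compound concentration; schedule: 6 min compound pre-incubation at room temperature, 100 s kinetic read; measured by: kinetic Fluo-8 calcium fluorescence; read-out basis: % activation vs EC15 and EC100 oxytocin; controls: EC15 oxytocin alone as 0%, 75 nM oxytocin as 100%; replicates: singlicate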
Numbers without * were called inactive; . = no result given.

no.	SMILES	M1 antag	CHRM1 PAM	M1 ag	V1R ag counter	OXTR agonist	CHO parental Ca	TAAR1 agonist	TAAR1 antagonist	OXTR potentiator
1	CC(C)CNC(=O)c1cnn2c(C(F)(F)F)cc(C(F)(F)F)nc12	-21	10	0	0.5	-1.7	-5	5	-12	-3
2	CCOC(=O)C1CCCN(C(=O)c2oc3ccccc3c2C)CC1 (configuration not stated)	3	-4	-1	.	.	.	4	13	.
3	NC(=O)C1CC2(C1)CC(C(N)=O)C2 (configuration not stated)	-9	4	-1	.	.	.	2	-22	.
4	CC1=C(C(=O)N2CCOCC2)CC(CC(=O)NCCCCc2ccccc2)C(=O)N1Cc1ccc(C(C)(C)C)cc1 (configuration not stated)	3	14	11	.	.	.	12	28	.
5	Cc1noc(C)c1COC(=O)Cn1c(C)nc2ccccc21	-10	7	-1	3.3	3.1	-2	2	-2	-11
6	COc1ccc(-c2nc3ccccn3c2NCc2ccc3c(c2)OCO3)cc1	13	-9	-1	2.3	1.3	-13	16	44	-8
7	S=C(NCCc1ccccc1)Nc1ccccc1Cl	-7	-1	-11	-1.2	-1.8	19	27	1	-6
8	CCOCCCN(C(=O)CCC(=O)Nc1cc(C)on1)C(C(=O)NC(C)(C)CC)c1cccc(OC)c1OC (configuration not stated)	-12	9	-3	-0.4	-0.6	-7	1	0	-5
9	CCCc1nnc(NC(=O)Cn2c(=O)sc3ccccc32)s1	7	0	1	11	21*	-10	46*	0	-9
10	CCN1CCN(C(=O)C2CCCN(S(=O)(=O)c3cc(Cl)ccc3Cl)C2)CC1 (configuration not stated)	-16	5	-4	2.5	0.3	-8	0	4	2
11	CCOC(=O)Cn1c(CN2CCOCC2)nc2c1c(=O)n(C)c(=O)n2C	-5	1	-2	-0.1	0.4	0	2	-3	-2
12	C[C@H](O)[C@@H]1C(=O)N2CCc3ccc(-c4ccccc4)cc3[C@@H]2C[C@@H]1N(C)C(=O)c1ccco1	-11	2	-3	.	.	.	2	-28	.
13	COc1cccc(CNC(=O)c2cnc(-c3ccccn3)nc2C(F)(F)F)c1	-24	5	-2	0.4	0.3	-15	8	-3	1
14	CCc1n[nH]c(=S)n1/N=C/C(C)=C\c1ccccc1	-19	6	-8	-0.5	-2.6	0	0	-8	2
15	COc1ccc(OC)c(C(=O)c2ccc(C(=O)Nc3ccc(NC(C)=O)cc3)cc2)c1	2	0	-4	0.8	-0.2	4	4	-14	-10
16	CCN(CC)CCNC(=O)c1ccc2c(=O)n(C3CCCC3)c(=S)[nH]c2c1	57*	-24	-7	0.1	1.7	-23	18	-2	1
17	C/C(=C\C(=O)C(F)(F)F)Nc1ccc(C(F)(F)F)cc1	-8	6	-4	-0.4	-0.2	0	6	-3	-10
18	COc1ccccc1CNC(=O)CN1CCN(S(=O)(=O)c2cccs2)CC1	9	-7	-9	0.6	-0.3	-8	6	15	-8
19	Cc1ccc(C(=O)NCC(=O)NC2CCCCCC2)cc1	-15	11	0	-0.6	-2.1	-12	-2	2	-19
20	COc1ccccc1/C=C/C(=O)OCC(=O)c1c(N)n(C)c(=O)n(C)c1=O	5	0	1	2.7	1.5	-3	9	-15	-16
21	CCN(CCn1cccn1)C(=O)CCc1nnc(-c2ccc3c(c2)OCO3)o1	-11	9	-4	0.3	1.2	-10	6	4	-3
22	C=CCn1c(SCC(=O)Nc2cc(C)c(Cl)cc2OC)nnc1-c1ccco1	1	1	-7	-1.1	-2.3	-14	12	0	2
23	CSc1ccc(/C=N/n2c(C)nc3ccccc3c2=O)cc1	-17	5	-3	.	.	.	0	2	.
24	COc1ccccc1NC(=O)CCC(=O)OC(C)C(=O)c1ccccc1 (configuration not stated)	-8	5	-3	0.2	0.8	-16	0	-24	-3
25	Cc1ccc(NC(=O)NNC(=O)c2ccccc2)cc1	-14	10	-1	-0.3	-0.1	2	7	-6	2
26	C=C(C(=O)c1ccccc1)C(c1ccccc1)C(C)C(=O)c1ccccc1 (configuration not stated)	4	-5	-5	-0.8	-1.1	41*	1	0	-1
27	O=C(Nc1ccccc1C(F)(F)F)N1CCN(c2ccccn2)CC1	-4	9	-10	0.2	0.6	-7	6	2	-6
28	CN(C)CCNc1oc(COc2ccc(Cl)cc2Cl)nc1C#N	5	0	-2	1.4	1.4	1	5	8	-1
29	Cc1ccc(NC(=O)COC(=O)C(NS(=O)(=O)c2ccc(Cl)cc2)C(C)O)cc1C (configuration not stated)	8	-5	-4	1.9	8.8	-10	6	9	-11
30	CCn1c(SCC(=O)Nc2ccc(OC)c(OC)c2)nnc1-c1cccs1	-4	8	-2	-0.5	0.1	-14	4	-26	-2
31	O=C(NCc1ccccn1)Nc1ccc2c(c1)OCO2	6	-1	-6	1.2	0.2	-1	5	5	0
32	CC1CCCC(NC(=O)COC(=O)/C=C/c2ccc(S(=O)(=O)N3CCOCC3)cc2)C1C (configuration not stated)	-16	7	-1	0.5	0.6	9	3	10	-13
33	CCOc1ccc(C(=O)Nc2ccc(Cc3ccncc3)cc2)cc1Br	-15	12	-10	0.7	-1.1	-23	2	-1	-16
34	CCCn1c(=O)c(Cc2ccccc2)c(O)c2ccccc21	-30	8	-2	0.0	0.1	-12	13	3	1
35	CCCOc1ccc(C(=O)NC2CCSc3ccccc32)cc1 (configuration not stated)	-10	8	-7	0.2	-2.2	1	0	8	-4
36	COCCCNC(=O)CN(CCc1ccccc1)S(=O)(=O)c1ccc(C)cc1	10	-4	-8	-0.6	-1.9	-15	-1	16	-2
37	Cn1c(=O)c2c(SCc3c(F)cccc3Cl)nc(CC(C)(C)C)nc2n(C)c1=O	-2	-2	-3	-0.3	-0.2	-2	6	-15	-2
38	NNC(=O)CSc1nc(-c2ccccc2)cn1-c1ccccc1	6	1	-4	-0.8	-2.2	-26	2	-5	3
39	CCOCCCNC(=S)N1C2CCC1CC(NC(=O)NC13CC4CC(CC(C4)C1)C3)C2 (configuration not stated)	-19	14	-7	-1.0	-1.3	-14	1	-37	-4
40	CCCCNC(=O)CC1N=C2c3ccccc3N=C(SCC(=O)Nc3cccc(OC)c3)N2C1=O (configuration not stated)	3	4	-3	0.6	-1.4	-22	1	13	-14
41	O=C(O)C1CCN(c2ncccn2)CC1	-8	6	-3	0.6	0.5	-13	8	6	-5
42	Fc1ccccc1N1CCN(C(c2ccccn2)c2nnnn2C2CCCCC2)CC1 (configuration not stated)	-5	3	-11	-1.6	-1.8	-19	1	8	0
43	COc1ccc(NC(=O)CSc2c3c(nc4cc(Cl)ccc24)CCCC3)cc1OC	0	-5	-6	4.9	1.2	-8	2	11	-14
44	C[C@H](CO)N1C[C@H](C)[C@@H](CN(C)CC2CCCCC2)Oc2c(NC(=O)C3CC3)cccc2C1=O	-8	-3	-6	-1.0	2.1	-10	1	12	-3
45	O=c1c2ccccc2nc(N/N=C/c2c(O)ccc3ccccc23)n1O	-18	12	-2	-0.6	-1.3	-9	4	-3	-3
46	CCC(CO)N=CC1=C(O)C(C(=O)c2ccccc2)CCC1=O (configuration not stated)	-16	3	-1	0.2	0.1	-8	2	-8	-5
47	O=c1cc(N2CCCC2)[nH]c(=O)n1-c1ccc(Cl)cc1	-5	11	-3	0.4	-0.1	-5	-1	-12	5
48	O=C(Nc1ccc2c(c1)OCCO2)c1cc2ccccc2o1	-1	2	-12	-1.1	-0.9	3	2	7	-7
49	O=C(OCc1cncs1)c1cccs1	2	6	-3	0.0	0.2	-4	13	18	-3
50	CC(C)N1CCN(C2CSCCSC2)CC1CCO (configuration not stated)	-1	2	-6	-0.1	0.1	-8	3	-10	-1
51	O=C(NC(=S)Nc1ccc(Cl)cn1)c1cc([N+](=O)[O-])ccc1N1CCOCC1	-13	12	-2	-0.1	1.0	16	0	-11	1
52	Cc1ccc(-c2nnc(SCC(N)=O)nc2-c2ccc(C)cc2)cc1	-12	6	-2	1.0	-1.9	-19	-1	-18	0
53	C(/C=C/c1ccccc1)=N/N1CCN(c2ccccc2)CC1	7	-5	-5	-1.0	-0.3	-7	6	-4	-2
54	Nc1c(NCCN2CCCCC2)c2ccccc2oc1=O	-9	5	-5	0.1	0.0	-10	4	8	-15

Arranged by molar mass (descending): part of the list above.
no.	SMILES	M1 antag	CHRM1 PAM	M1 ag	V1R ag counter	OXTR agonist	CHO parental Ca	TAAR1 agonist	TAAR1 antagonist	OXTR potentiator
51	O=C(NC(=S)Nc1ccc(Cl)cn1)c1cc([N+](=O)[O-])ccc1N1CCOCC1	-13	12	-2	-0.1	1.0	16	0	-11	1
52	Cc1ccc(-c2nnc(SCC(N)=O)nc2-c2ccc(C)cc2)cc1	-12	6	-2	1.0	-1.9	-19	-1	-18	0
50	CC(C)N1CCN(C2CSCCSC2)CC1CCO (configuration not stated)	-1	2	-6	-0.1	0.1	-8	3	-10	-1

Compound activity (PubChem BioAssay)

An unsorted share of the library. Share with any hit: about 3.7%.
